# Source: PubChem (several laboratories)
# hcDAF-12 act – H. contortus DAF-12 activation, primary screen. activation, % at 6.8 µM. HEK293 hcDAF-12 lit1-tk-luc reporter, luminescence; 0% DMSO, 100% Δ7-dafachronic acid. AID 652067. hit rate 1.4% among 370,000;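 active = activation above the mean of all tested compounds plus 3 SD, cut at about 5.5% in these data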;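 note: 100% = response to 3 µM Δ7-dafachronic acid high control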
# ssDAF12 agonist – S. stercoralis DAF-12 activation, primary screen; HEK293 ssDAF-12/GRIP1 lit1-tk-luc reporter, luminescence; % of 3 µM dafachronic acid response; activation, % at 6.8 µM; hit rate 1% among 370,000; AID 652126;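 active = activation above the mean over all tested compounds plus 3 SD, cut at about 0.9% in these data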;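 note: 0% = DMSO-only wells and 100% = 3 µM delta7-dafachronic acid wells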
# SMARCA2 act – activators of SMARCA2 function; activation, % at 9.1 µM; hit rate 1% among 370,000; MG213 cells, MMTV-luciferase reporter, dexamethasone, overnight; in the data active = activation above about 7.8%;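 note: 0% = vehicle wells and 100% = reference activator wells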
# PLCb3 inh – inhibitors of human phospholipase C beta3; inhibition, % at 12.2 µM; AID 720704; hit rate 0.18% among 370,000; Purified PLC-beta3, fluorogenic substrate, fluorescence; in the data active = inhibition above about 11%;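 note: 0% = median of compound wells on plate and 100% = full blocker control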
# DAX1 inh-1 – blocks DAX1 repression of SF-1 activated StAR promoter; HEK293T StAR-luciferase reporter, SF-1/DAX-1 repression relief; inhibition, % at 6.8 µM; hit rate 1.1% among 370,000; AID 652010;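 active = inhibition above the mean over all tested compounds plus 3 SD, cut at about 3.6% in these data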;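 note: 0% = DAX-1 cells with DMSO and 100% = cells lacking DAX-1 with DMSO; higher inhibition means more luminescence from relief of DAX-1 repression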
# NR1D1 modulator – modulators of human Rev-erb alpha DNA binding. Rev-erbα–FITC-DNA binding, fluorescence polarization, 90 min. activity, % at 10 µM. hit rate 0.79% among 370,000. AID 1259318;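 active = activity above about 14%, limit read from the data; passing the limit was not always enough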;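 note: 0% = DMSO wells with 35 nM protein and 100% = DMSO wells with 750 nM protein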
# PG9 binder – PG9 antibody binding by small molecule; inhibition, % at 6.7 µM; TR-FRET gp120-PG9 antibody binding; AID 624416; hit rate 0.43% among 360,000; in the data active = inhibition above about 8.5%
# DAX1 inh-2 – inhibits human nuclear receptor DAX1. HEK293 Gal4-DAX1 luciferase reporter, luminescence. inhibition, % at 6.75 µM. hit rate 0.99% among 340,000. AID 504766;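 active = inhibition above the mean over all tested compounds plus 3 SD, cut at about 4.2% in these data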;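 note: 0% = DAX1-transfected cells with DMSO and 100% = empty-vector control cells with DMSO; inhibition shows as a rise in luminescence from relieved DAX1 repression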
# Target sequence (P51843 207-470 limits assumed): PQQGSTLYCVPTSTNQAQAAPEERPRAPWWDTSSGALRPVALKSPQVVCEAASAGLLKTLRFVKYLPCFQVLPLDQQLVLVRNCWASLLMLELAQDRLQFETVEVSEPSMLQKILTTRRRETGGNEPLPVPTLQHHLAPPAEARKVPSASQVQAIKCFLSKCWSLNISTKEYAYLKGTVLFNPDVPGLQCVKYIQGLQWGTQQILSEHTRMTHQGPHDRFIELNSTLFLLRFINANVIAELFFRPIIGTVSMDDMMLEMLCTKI
# HGIII-sPLA2 inh – Blocks human group III sPLA2 activity; QFRET BODIPY PC-A2 liposome hydrolysis, fluorescence; inhibition, % at 12.2 µM; Q9NZ20; hit rate 0.56% among 370,000;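 active = inhibition above mean plus 3 SD of compounds lying within the high and low control bounds, cut at about 19% in these data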;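 note: 0% = median of test compound wells and 100% = no enzyme DMSO wells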
# Target sequence (Q9NZ20 whole entry, looked up): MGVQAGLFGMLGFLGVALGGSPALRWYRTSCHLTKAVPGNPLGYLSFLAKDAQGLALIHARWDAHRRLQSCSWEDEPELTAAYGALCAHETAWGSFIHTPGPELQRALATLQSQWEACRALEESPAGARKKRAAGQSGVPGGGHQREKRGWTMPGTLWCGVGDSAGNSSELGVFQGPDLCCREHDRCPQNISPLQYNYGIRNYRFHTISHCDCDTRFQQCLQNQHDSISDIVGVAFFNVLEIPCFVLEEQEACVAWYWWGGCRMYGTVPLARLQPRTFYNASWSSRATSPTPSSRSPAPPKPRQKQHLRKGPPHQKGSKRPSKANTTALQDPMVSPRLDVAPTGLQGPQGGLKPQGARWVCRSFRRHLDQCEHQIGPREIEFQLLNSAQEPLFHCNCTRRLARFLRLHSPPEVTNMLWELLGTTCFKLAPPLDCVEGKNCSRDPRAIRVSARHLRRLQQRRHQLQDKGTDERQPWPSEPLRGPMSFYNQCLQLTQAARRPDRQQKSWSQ
# hgDAF12 agonist – agonists of H. glycines DAF-12 nuclear receptor. activation, % at 6.8 µM. hit rate 1.8% among 370,000. HEK293 GAL4-hgDAF12 UAS-luciferase reporter, agonist luminescence; normalized to butyrate control. AID 687014;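 active = activation above a cutoff set at the mean of all screened compounds plus 3 SD, cut at about 10% in these data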;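 note: 0% = DMSO wells and 100% = sodium butyrate wells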
# GAA850 FXN act – activators of GAA850 frataxin (FXN) promoter. HEK293 lucGAA850 FXN promoter luciferase reporter, 24 h; percent of 10 µM SAHA response. activation, % at 6 µM. hit rate 0.56% among 360,000;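 active = activation above the average of all compounds screened plus 3 SD, cutoff fixed separately per campaign, cut at about 7.5% in these data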;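 note: 0% = DMSO wells and 100% = 10 µM SAHA wells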
# * = called active by the depositor; . = no result given.
SMILES,hcDAF-12 act,ssDAF12 agonist,SMARCA2 act,PLCb3 inh,DAX1 inh-1,NR1D1 modulator,PG9 binder,DAX1 inh-2,HGIII-sPLA2 inh,hgDAF12 agonist,GAA850 FXN act
COc1ccc(-c2cnc3ncnn3c2N)cc1,-2.3,-1.2,0.1,1.0,-0.6,3.4,-1.1,0.8,3.9,-0.5,-2.0
CCOC(=O)c1cccc(NC(=O)c2c(NCc3ccccc3)[nH]c(=O)[nH]c2=O)c1,-1.1,-1.1,0.1,5.1,0.4,-3.4,0.6,-0.5,2.5,1.3,-0.1
CC(C(=O)O)n1c(C(F)(F)F)nc2ccccc21 (stereo not given),-0.1,-1.1,0.2,-0.1,-0.6,-6.6,0.3,0.5,4.8,-0.7,-1.2
CCCc1nc2ccccc2c2nc(N)nn12,2.5,-1.4,1.5,0.6,-0.4,1.9,-1.1,-1.5,3.7,2.6,8.5*
COc1ccc(C(=O)/C=C/C(=O)N(CC(=O)NC2CCCCC2)Cc2ccccc2)c(O)c1,-0.2,-2.1,-3.5,-3.8,0.8,1.3,0.9,-2.6,-17.8,1.3,7.6*
COc1cc(Nc2cc(C)nc3nc(C)nn23)cc(OC)c1OC,-3.1,-1.8,-0.6,4.5,-0.5,-1.4,-2.0,2.3,0.0,0.4,1.8
CN(C)c1ccc(C=C2C(=O)OC(C)(C)OC2=O)cc1,-1.0,-0.2,-1.9,0.8,-0.6,-5.2,-2.6,0.7,-6.1,1.5,0.3
CCCOC(=O)c1ccc(NC(=O)Oc2ccccc2)cc1,-1.8,-0.8,1.1,1.3,1.0,1.5,2.6,-0.5,17.2,0.1,4.7
CN(C)CCN1C(=O)c2cccc3cc([N+](=O)[O-])cc(c23)C1=O,6.5*,0.3,15.3*,-164.8,-6.9,-19.0,-2.7,6.9*,-7.7,-5.2,-4.0
COc1ccc(C2CC(c3ccccc3)=NN2C(=O)COC(=O)c2nc3nccc(C)n3n2)cc1 (stereo not given),-0.4,-1.6,0.9,2.9,0.2,-19.3,-1.0,-0.3,-3.6,3.6,0.7
Cc1ccc(C(=O)NCCc2sc(C)nc2C)cc1,0.9,-1.5,0.5,-1.3,0.0,-2.2,0.7,1.0,7.6,-2.5,-0.7
O=C(COC(=O)c1n[nH]c(=O)c2ccccc12)Nc1ccccc1,-0.1,-0.8,-4.4,-7.6,1.4,5.9,1.4,2.9,13.0,3.3,0.5
CCOC(=O)CNC(=O)CN1CCC(c2nc3ccccc3[nH]2)CC1,-2.2,-0.4,-1.4,-8.5,-0.1,4.0,-2.0,0.1,10.3,1.1,1.4
O=C(c1ccccc1F)N1CCN(c2ccc([N+](=O)[O-])c3cccnc23)CC1,-1.9,-2.2,-1.5,-4.7,-1.2,2.1,0.8,0.6,-1.4,-2.2,-1.1
O=C(NCc1cccnc1)/C(=C/c1ccc(-c2cccc(C(F)(F)F)c2)o1)NC(=O)c1ccccc1,-2.2,-2.0,-3.3,-82.0,-1.0,2.9,0.1,1.4,10.4,-4.3,-0.5
COc1cccc(CN2C(=O)C(C)N(C(=O)c3ccccc3)c3ccccc32)c1 (stereo not given),-3.8,-1.9,-4.4,-4.9,-1.0,-0.5,0.6,-3.1,13.8,-7.1,-2.0
COc1ccc(S(=O)(=O)N2CCCCCC2)cc1NC(=O)CN1C(=O)CNC1=O,-0.8,-1.2,-4.8,9.4,0.7,1.4,2.1,0.3,4.7,-1.4,-1.3
CCCCc1c(O)cc(C)[nH]c1=O,0.2,-1.1,-1.0,-22.6,-0.4,-1.1,0.5,-1.0,-1.0,2.8,0.1
CCOC(=O)COn1c(=O)c(-c2ccc(OCC)cc2)[n+]([O-])c2ccccc21,-0.6,-0.8,3.9,-51.0,1.6,0.1,-0.8,-0.5,-3.4,7.3,4.9
COc1ccc(-c2ccc3oc(-c4ccc(OC)cc4)c(C#CC4(O)CCCCC4)c3c2)cc1,-1.1,-1.0,2.3,-45.0,1.0,1.3,0.1,2.0,-6.2,1.3,2.3
CCOC(=O)c1ccc(CNC(=O)C2CCC(=O)N(Cc3cccc(OC)c3)C2)o1 (stereo not given),0.7,-1.3,-1.9,-6.9,0.8,7.9,-2.3,0.1,7.6,-1.3,-0.8
CCSc1nc(-c2cccnc2)ccc1C#N,-2.9,-1.5,2.5,-67.0,-0.7,2.8,-0.8,-0.4,11.2,-1.3,1.8
CC(C)n1nnnc1SCC(=O)Nc1ccccc1N1CCOCC1,-0.9,-0.8,-3.0,-2.0,0.2,1.1,0.6,2.1,12.4,2.1,-1.2
Cn1c(SCC(=O)c2ccc3c(c2)OCO3)nnc1-c1ccccn1,-0.2,-0.6,0.5,-0.9,0.0,-4.2,-1.4,0.9,-12.5,-0.6,-1.1
CC(=O)Nc1ccc(C(=O)N/N=C/c2cccnc2)cc1,-1.1,-1.2,-4.0,-9.1,0.3,-2.7,-0.5,-0.6,-0.5,-1.0,2.2
CCOc1nnc(C)c2c(C)n(-c3cccc(Cl)c3)nc12,-0.9,-1.2,1.2,4.3,0.1,0.5,-1.4,0.9,-2.8,0.0,1.7
Cc1ccc2c(c1)NC(=O)C(CC(=O)NCCN(C)C)O2 (stereo not given),2.8,-1.7,-3.9,-5.3,-0.1,-2.0,-1.2,3.8,9.2,-2.6,1.2
COC(=O)C1CSC(C(=O)OC)N1C(=O)Nc1ccc(Cl)c(Cl)c1 (stereo not given),-0.7,-0.8,0.3,-2.4,-0.7,1.3,-2.5,-0.5,3.5,0.4,-0.4
CC(C)(C)c1ccc(S(=O)(=O)N2CCCCC2C(=O)NCc2ccccn2)cc1 (stereo not given),-1.3,-1.6,7.8,5.4,0.4,-0.6,0.8,-1.6,3.3,0.4,-0.3
CCOC(=O)c1oc2ccc(S(=O)(=O)n3nc(-c4cc(OC)c(OC)c(OC)c4)cc3N)cc2c1C,-1.2,-1.2,-4.6,-2.2,-0.8,1.5,0.5,-0.2,-10.7,-1.9,1.1
Cc1noc(C)c1S(=O)(=O)Nc1ccc2c(c1)C(=O)N([C@H](C)CO)C[C@H](C)[C@@H](CN(C)C(=O)NC1CCCCC1)O2,0.0,-1.4,0.6,-4.5,0.0,5.8,1.2,0.5,2.9,1.2,2.6
COc1ccc(/C=N/Nc2nc(-c3ccc(Cl)cc3)cc(C(F)(F)F)n2)c(OC)c1,-0.5,-1.7,-2.1,1.1,0.1,-6.1,-0.9,-0.7,5.9,-0.6,0.6
COc1cc(/C=N\NC(=O)CN2CCOCC2)ccc1OCC(=O)Nc1ccc(C)c(C)c1,-1.3,-1.5,0.9,-7.8,0.2,5.8,0.4,-1.8,-5.1,-1.3,-0.9
Nc1cc(C(F)(F)F)ccc1C(=O)O,1.6,-1.3,-0.1,-85.4,-0.4,-0.9,-0.3,3.1,6.9,-1.1,-1.6
O=C(CN(C(=O)c1nsc(Cl)c1Cl)c1cccc(F)c1)NC1CCCC1,-1.2,-0.6,-0.7,-6.6,-0.1,-0.2,2.2,-0.2,3.5,2.1,0.8
O=C(COC(=O)c1ccc([N+](=O)[O-])cc1)NC1CCCC1,-1.0,-0.9,2.1,0.6,-0.4,-5.8,-1.1,0.3,0.9,-1.4,2.6
CC(C)(C)c1ccc(-c2ncccc2O)cc1,0.0,-1.2,0.9,-39.4,0.6,2.3,0.1,0.6,-8.8,3.5,4.5
O=C(Nc1cccc2ncccc12)c1cccnc1,-0.8,-1.1,1.4,4.2,0.0,-2.4,1.1,1.1,4.2,-1.3,1.8
COc1ccc(-n2cnnc2SCC(=O)Nc2cc(C)on2)cc1,-0.5,-1.0,1.7,0.2,0.1,-2.7,0.5,-1.1,4.1,0.6,2.6
O=C(c1ccco1)N1CCN(Cc2c(Cl)cccc2Cl)CC1,-0.4,-0.6,2.2,-7.2,1.3,6.1,-0.8,0.8,-0.4,4.8,3.0
O=S1(=O)CC(O)C(Nc2ccc(Cl)cc2)C1 (stereo not given),-0.6,-1.0,0.8,-1.4,-0.7,3.7,-1.7,0.0,8.3,-0.7,2.4
Nc1nc(SCC(=O)N2CCCC2)[nH]c(=O)c1NC(=O)c1cccs1,-0.2,-1.1,-0.1,2.0,0.3,1.2,0.9,3.4,8.6,3.9,2.3
C=CCn1c(=N)n(CC(=O)c2cccc([N+](=O)[O-])c2)c2ccccc21,-1.0,-1.3,-3.3,1.2,1.1,-3.9,-0.3,-2.0,4.3,3.7,2.6
CN(CCOc1ccc(Cl)cc1)CC(=O)Nc1ccc(OC(F)(F)F)cc1,2.9,-0.6,-3.2,-7.6,0.2,7.3,1.6,-0.8,-1.5,-1.5,2.7
Cc1cc(Cl)c(OCCCn2cncn2)c(Br)c1,-2.0,-1.4,-5.8,0.9,-0.1,-3.5,0.9,-0.6,0.5,0.3,-0.1
O=C1c2ccccc2-c2c1cccc2C(=O)N1CCN(C(=O)c2ccco2)CC1,1.5,-0.2,-0.2,-0.8,-0.2,2.4,-0.8,-2.1,-5.8,-0.5,1.7
Cc1cccc(N=Nc2cn[nH]c2-c2ccco2)c1,-1.1,-1.1,6.8,2.0,0.0,0.6,-1.3,0.4,-11.8,0.8,2.1
COc1ccc(CNC(=S)Nc2cccc(F)c2)cc1,5.3,-1.4,0.4,0.9,-0.3,1.4,-1.0,-1.5,-21.6,0.2,1.9
O=S(=O)(Nc1ccc(Cl)c(C(F)(F)F)c1)c1cnc[nH]1,-0.8,-1.3,-4.1,2.3,-0.3,2.8,1.4,1.5,-42.0,-2.0,0.6
O=C(Nc1cccc(C(F)(F)F)c1)c1cc[n+]([O-])cc1,-1.1,-0.8,1.6,-7.0,-0.3,-1.1,-1.4,-0.6,3.4,-1.9,1.4

# (continued)
SMILES,hcDAF-12 act,ssDAF12 agonist,SMARCA2 act,PLCb3 inh,DAX1 inh-1,NR1D1 modulator,PG9 binder,DAX1 inh-2,HGIII-sPLA2 inh,hgDAF12 agonist,GAA850 FXN act
C[C@H]1[C@@H](N(C)Cc2ccccc2)CC[C@@]23CCCN2C(=O)CCC[C@@H]13,0.6,-1.5,.,-1.2,.,-4.3,.,.,1.7,4.0,.
O=C(O)c1cccc([N+](=O)[O-])c1C(=O)Nc1ccc2ccccc2c1,6.5*,1.8*,1.9,-32.0,-0.1,8.4,-2.4,0.2,-2.6,4.1,1.9
CCOC(=O)CN1C(=O)N[C@@H](c2ccco2)C(C(C)=O)=C1C,-0.5,-1.0,2.3,4.8,0.0,9.3,-2.4,-0.4,7.3,1.4,1.3
CC(C)c1ccc(/C=N/Nc2ccc(C(=O)O)cc2)cc1,-1.5,-1.8,-3.8,-14.7,-0.8,0.0,-5.9,-6.1,-20.0,-9.1,-5.5
CCCCCCCCN1C(=O)[C@H](CC(=O)N2CCN(C(=O)c3ccco3)CC2)C[C@@]2(C(=O)OC)CCCCC=C12,-2.1,-0.5,-0.6,-2.1,-0.2,-13.8,0.5,.,-12.8,1.4,.
C/C=C\C(=O)Nc1cccc(C2=NOC3(C2)C[C@@H](C(N)=O)N(C(=O)C2(C)CC2)C3)c1 (stereo not given in full),-0.5,-1.4,-1.6,5.7,0.0,-4.1,-0.2,1.1,9.2,-0.3,0.3
Cc1cc(C)c(S(=O)(=O)N/N=C/c2ccc3c(c2)OCO3)c(C)c1,-1.4,-0.6,0.1,-0.9,-2.2,-6.1,-2.3,0.3,-3.1,0.6,-1.0
